GLS inhibitor: inhibitors of human glutaminase (GLS); O94925; GLS enzymatic activity, qHTS titration; Potency, µM (series often up to 45.5 µM), without a hit: at the top dose activity change, negative = inhibition, hits mostly inhibitors; 410,000 tested, 0.21% active; AID 624170; active = well fitted inhibition curve with a large enough effect; also: potency is read from the fitted curve at half-maximal effect
Target sequence (O94925 whole entry, looked up): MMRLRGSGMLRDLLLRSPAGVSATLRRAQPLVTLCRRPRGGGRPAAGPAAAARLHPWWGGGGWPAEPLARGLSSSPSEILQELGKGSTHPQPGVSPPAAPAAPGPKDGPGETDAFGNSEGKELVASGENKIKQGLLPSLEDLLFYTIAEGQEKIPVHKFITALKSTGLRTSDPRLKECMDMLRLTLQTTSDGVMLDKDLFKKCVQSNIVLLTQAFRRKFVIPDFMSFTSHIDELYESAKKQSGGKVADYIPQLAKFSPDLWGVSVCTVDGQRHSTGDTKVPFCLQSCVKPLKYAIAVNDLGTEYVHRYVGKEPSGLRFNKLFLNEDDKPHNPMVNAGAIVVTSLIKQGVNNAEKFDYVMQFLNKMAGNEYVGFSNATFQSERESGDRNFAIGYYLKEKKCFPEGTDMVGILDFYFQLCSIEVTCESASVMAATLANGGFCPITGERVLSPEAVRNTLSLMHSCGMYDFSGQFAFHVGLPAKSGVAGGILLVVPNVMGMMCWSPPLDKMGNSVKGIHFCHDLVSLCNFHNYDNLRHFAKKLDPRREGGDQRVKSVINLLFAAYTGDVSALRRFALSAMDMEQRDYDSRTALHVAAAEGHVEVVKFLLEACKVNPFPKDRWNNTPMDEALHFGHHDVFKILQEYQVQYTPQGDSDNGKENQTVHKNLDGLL
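hKGA in 45 mM KH2PO4 pH 8.2, 0.02% Tween-20 with pin-transferred compounds; 1 mM L-glutamine (stock) plus glutamate oxidase/HRP/Amplex Red coupling added. Fluorescence read initially and after 30 min at RT.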
PI4K2A block: blocks human PI4K2A kinase activity | activity change, negative = inhibition, % at 76.9 µM | purified PI4K2A, ADP-Glo luminescence, 1 h; stronger effect = lower value | AID 1346378 | 420,000 tested, 0.13% active; in the data active = activity change below about -50%;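 also: -100% = wells without enzyme as full effect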
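Compounds are screened against recombinant PI4K2A using PI as substrate and ATP, the latter dispensed at 300 microM. Reactions run one hour at ambient temperature before ADP-Glo detection; full inhibition defined by wells lacking enzyme.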
* = called active by the depositor. Unless noted, % is scaled to controls: 0 for no effect and ±100 for the full control effect. Not all compounds are listed (hit frequency here may not be typical).

SMILES	GLS inhibitor	PI4K2A block
C#C[C@]1(OC(C)=O)CC[C@H]2[C@@H]3CCC4=C[C@@H](OC(C)=O)CC[C@@H]4[C@H]3CC[C@@]21C	-15%	-2
CCCC(=O)N1CCCC(c2cc(C(=O)NCc3ccc(F)cc3)no2)C1 (stereo unspecified)	7%	-1
CC(C)S(=O)(=O)N1CCCC(c2cc(C(=O)Nc3ccc(F)c(Cl)c3)no2)C1 (stereo unspecified)	-1%	-2
Cn1nc(C2CC2)cc1NC(=O)C1(C)CCN1C(=O)CC(c1ccccc1)c1ccccc1 (stereo unspecified)	1%	-5
COc1cc(Cn2c3ccc(NC(=O)NCc4ccc(F)cc4)cc3c(=O)n2C)ccc1F	4%	-2
CC(=O)Nc1ccc(NC(=O)C2Cc3c(-c4cccc(C(C)=O)c4)ccnc3O2)cc1 (stereo unspecified)	2%	-1
COc1cccc(C=C(C#N)C(=O)c2ccccc2)c1	21%	-5
CC(=O)N(CC(O)CO)c1c(I)c(C(=O)NCCO)c(I)c(C(=O)NCC(O)CO)c1I (stereo unspecified)	2%	1
O=C(NCCN1CCC(n2c(=O)[nH]c3ccccc32)CC1)c1cccnc1	-8%	1
CC(=O)c1cccc(NC(=O)C2Cc3c(-c4ccccc4)ccnc3O2)c1 (stereo unspecified)	4%	-2
CCC(c1nnnn1-c1ccc2c(c1)OCCO2)N1CCN(c2ccccn2)CC1 (stereo unspecified)	4%	-2
COCCN1C(=O)COc2ccccc2C1C(=O)NC(C)(C)C (stereo unspecified)	-33%	-2
CC1(C)NC(=O)C(CCc2ccccc2)NC1=O (stereo unspecified)	4%	3
COc1ccc(Cl)cc1CC1(C)C(=O)Nc2ccc(-c3ccccc3OC)cc21 (stereo unspecified)	-4%	6
CCOC(=O)[C@]12CCC=C1N(Cc1ccco1)C(=O)[C@H](CC(=O)NCCc1ccccc1OC)C2	0%	-7
CC(C)C[C@@H](COCc1ccc(Cl)cc1)N1CCN(C(=O)c2ccc(C(F)(F)F)cc2)CCC1=O	3%	0
O=C(Nc1ccc(F)c(Cl)c1)c1cc(C2CCCN(C(=O)C3CC3)C2)on1 (stereo unspecified)	7%	-7
COC(=O)[C@@]1(Sc2ccc(C)cc2)CC(=O)N(c2ccc(Cl)cc2)[C@@H]1c1ccccc1	-11%	2
C[C@@H](c1ccccc1)N1C[C@@H](COCc2ccccc2)Oc2cc(N3CC[C@@H](O)C3)ccc2S1(=O)=O	0%	-1
Cc1ccc(S(=O)(=O)N2CCC(=O)N([C@H](COCc3ccccc3)Cc3ccccc3)CC2)cc1	3%	-2
N#CCCN(Cc1ccccc1)C(C(=O)NC1CCCCC1)c1ccnc2ccccc12 (stereo unspecified)	0%	-1
COc1ccc(C(=O)N2CCCCC2c2cc(C(=O)NCc3ccc(Cl)c(Cl)c3)no2)cc1 (stereo unspecified)	19%	-2
COc1ccc(C(NC(=O)C2CCN(CCOc3ccc(Cl)cc3Cl)CC2)c2ccccc2C)cn1 (stereo unspecified)	6%	-3
CCOC(=O)C1(C)CCCN(C(=O)Cc2ccc3ccccc3c2)C1 (stereo unspecified)	-3%	-5
COc1cc(OC)nc(Nc2nc(CN)cs2)n1	0%	-1
CC1(C)OC(=O)C2=C(C[C@@H](CCOCc3ccccc3)O[C@@H]2c2ccc(F)cc2)O1	-2%	-3
Cc1cc(F)cc(-c2cc(C(=O)NCC3CCCCC3)[nH]n2)c1	-12%	3
CCC(=O)N1CCCC1(C)C(=O)Nc1cc(OC)ccc1OC (stereo unspecified)	4%	2
CCCc1nc2ccc(C(=O)OC)cn2c1Cc1ccccc1	1%	-11
CCC1Cc2[nH]c(=S)[nH]c(=O)c2C(c2ccc(Cl)cc2)O1 (stereo unspecified)	7%	1

Some of the entries so far, bar-delimited.
SMILES | GLS inhibitor | PI4K2A block
CCOC(=O)[C@]12CCC=C1N(Cc1ccco1)C(=O)[C@H](CC(=O)NCCc1ccccc1OC)C2 | 0% | -7
CC(C)C[C@@H](COCc1ccc(Cl)cc1)N1CCN(C(=O)c2ccc(C(F)(F)F)cc2)CCC1=O | 3% | 0
O=C(Nc1ccc(F)c(Cl)c1)c1cc(C2CCCN(C(=O)C3CC3)C2)on1 (stereo unspecified) | 7% | -7
COC(=O)[C@@]1(Sc2ccc(C)cc2)CC(=O)N(c2ccc(Cl)cc2)[C@@H]1c1ccccc1 | -11% | 2
C[C@@H](c1ccccc1)N1C[C@@H](COCc2ccccc2)Oc2cc(N3CC[C@@H](O)C3)ccc2S1(=O)=O | 0% | -1
Cc1ccc(S(=O)(=O)N2CCC(=O)N([C@H](COCc3ccccc3)Cc3ccccc3)CC2)cc1 | 3% | -2
N#CCCN(Cc1ccccc1)C(C(=O)NC1CCCCC1)c1ccnc2ccccc12 (stereo unspecified) | 0% | -1
COc1ccc(C(=O)N2CCCCC2c2cc(C(=O)NCc3ccc(Cl)c(Cl)c3)no2)cc1 (stereo unspecified) | 19% | -2
COc1ccc(C(NC(=O)C2CCN(CCOc3ccc(Cl)cc3Cl)CC2)c2ccccc2C)cn1 (stereo unspecified) | 6% | -3
CCOC(=O)C1(C)CCCN(C(=O)Cc2ccc3ccccc3c2)C1 (stereo unspecified) | -3% | -5
COc1cc(OC)nc(Nc2nc(CN)cs2)n1 | 0% | -1
CC1(C)OC(=O)C2=C(C[C@@H](CCOCc3ccccc3)O[C@@H]2c2ccc(F)cc2)O1 | -2% | -3
Cc1cc(F)cc(-c2cc(C(=O)NCC3CCCCC3)[nH]n2)c1 | -12% | 3
CCC(=O)N1CCCC1(C)C(=O)Nc1cc(OC)ccc1OC (stereo unspecified) | 4% | 2
CCCc1nc2ccc(C(=O)OC)cn2c1Cc1ccccc1 | 1% | -11
CCC1Cc2[nH]c(=S)[nH]c(=O)c2C(c2ccc(Cl)cc2)O1 (stereo unspecified) | 7% | 1

Additional entries follow.
SMILES	GLS inhibitor	PI4K2A block
NC(Cc1ccc(F)cc1)c1csc(Nc2ccc(S(N)(=O)=O)cc2)n1 (stereo unspecified)	-31%	2
CC(C)CNC(=O)C1(C)CCCN1C(=O)c1ccc2ccccc2n1 (stereo unspecified)	6%	-1
CCOC(=O)[C@]12CCC=C1N(Cc1ccc3c(c1)OCO3)C(=O)[C@H](CC(=O)N1CCOCC1)C2	3%	1
O=C(CSc1ncccn1)N(Cc1cccnc1)C(CCc1ccccc1)c1nc2ccccc2[nH]1 (stereo unspecified)	1%	-1
Cc1nc2ccc(C(=O)N3CCN(c4ccccc4)CC3)cn2c1N(C)C(=O)CCc1ccccc1	16%	4
COc1cccc(CNC(=O)[C@@H]2CCCN2C(=O)[C@H]2CCCCN2S(=O)(=O)c2ccc(OC)c(C)c2)c1	4%	2
Clc1ccccc1-c1cc2nc(NCCCn3ccnc3)ccn2n1	-3%	-2
Cc1cc(C)c2c(CN(C)Cc3ccccc3)cc(=O)oc2c1	2%	0
CC(C)(C)NCC(O)COc1ccc(NC(=O)NC2CCCCC2)cc1 (stereo unspecified)	23%	2
COc1cccc(-c2cc3c(c4c2ccn4C)C2CCC3C2)c1 (stereo unspecified)	-20%	-2
C=Cc1ccc(CC2(C)C(=O)Nc3c(Cl)cccc32)cc1 (stereo unspecified)	0%	-4
Cc1nc(C(F)(F)F)ccc1C(=O)N1CCC1(C)C(=O)NCc1ccc(Cl)cc1 (stereo unspecified)	5%	4
CC1(Cc2ccccc2Cl)C(=O)Nc2c(Cl)cccc21 (stereo unspecified)	3%	4
c1ccc(CNc2nc(NCc3cccs3)nc3ccsc23)cc1	-4%	2
COc1ccc(CC(N)c2csc(NC(=O)Nc3ccc(OC)cc3)n2)cc1 (stereo unspecified)	-7%	4

Quoted at random: 2 records from the list.
SMILES	GLS inhibitor	PI4K2A block
COc1cccc(-c2cc3c(c4c2ccn4C)C2CCC3C2)c1 (stereo unspecified)	-20%	-2
Cc1cc(C)c2c(CN(C)Cc3ccccc3)cc(=O)oc2c1	2%	0

Going on with the list:
SMILES	GLS inhibitor	PI4K2A block
COc1ccc(C(=O)N2CCC(C)(C(=O)NS(=O)(=O)C3CC3)C2)cc1F (stereo unspecified)	-1%	0
COc1ccc(NC(=O)C2(C)CCN2Cc2cccc(OC)c2OC)cc1OC (stereo unspecified)	2%	1
Cc1cc2oc(=O)cc(CN(C)Cc3ccccc3)c2cc1Cl	-7%	5
COc1ccc2oc3cc(Cl)ccc3c(=O)c2c1	-6%	-3
CCOCCC(=O)Nc1ccc2c(c1)c(=O)n(C)n2-c1ccccc1F	-5%	3
Cc1ccc2nc(-c3cccc(Br)c3)c(Cc3cccc(Cl)c3)n2c1	0%	-7
COc1ccccc1Cc1c(-c2ccc(Cl)cc2)nc2ccc(Cl)cn12	12%	-8
COc1cccc(-c2cnc3c(NC(C)=O)cc(-c4cc(F)ccc4OC)cn23)c1	0%	3
CC1CC(C)CN(C(CCc2ccccc2)C(=O)NC2CCCCC2)C1 (stereo unspecified)	-1%	2
CC(C)C(=O)N1CCC1(C)C(=O)Nc1nc2ccccc2[nH]1 (stereo unspecified)	2%	-3
COc1ccc([C@H]2CC(=O)C[C@@H](CCn3cc(C)nn3)O2)cc1	-12%	-2
O=C(NCc1ccc(Cl)c(Cl)c1)c1cc(C2CCCCN2C(=O)c2ccccn2)on1 (stereo unspecified)	-1%	0
CC(=O)Nc1cc(-c2ccc(CO)cc2)cn2c(-c3cccc(C(F)(F)F)c3)cnc12	-5%	-10
COC(=O)c1cc(=O)nc(NN=Cc2ccco2)s1	4%	-3
Cc1ccc(-c2cc3nc(NCCOc4ccccc4Cl)n(C)c(=O)c3s2)cc1	6%	0
COc1ccccc1Cc1c(-c2ccc(Cl)cc2)nc2ccc(Br)cn12	-14%	2
Nc1ccc(C(=O)Oc2ccccc2)c(O)c1	17%	5
CC(=O)Nc1ccc(-c2ccnc3c2CC(C(=O)NCc2ccccc2)O3)cc1 (stereo unspecified)	2%	-1
CCCCNC(=O)C[C@@H]1C[C@@]2(C(=O)OC)CCCCC=C2N(Cc2ccco2)C1=O	0%	-5
CCOC(=O)[C@]12CCCC=C1N(Cc1cccc3ccccc13)C(=O)[C@H](CC(=O)NCc1ccccc1)C2	-20%	3
COc1cccc(C(O)c2nc(-c3cccc(F)c3)cs2)c1 (stereo unspecified)	3%	1
CCCCN1C(=O)C(CC(=O)NCCN2CCOCC2)CC(C(=O)N2CCCCCC2)=C1C (stereo unspecified)	-8%	3
NC(c1ccccc1)c1csc(NC(=O)Nc2cccc(C(F)(F)F)c2)n1 (stereo unspecified)	17%	-1
CC1=C(C(=O)N(C(C)C)C(C)C)CC(CC(=O)NC2CCCC2)C(=O)N1CCC1=CCCCC1 (stereo unspecified)	-2%	4
CC(=O)NC(c1cccc(F)c1)c1nc(-c2csc3ccccc23)cs1 (stereo unspecified)	-1%	1
CC1(C(=O)NCC2CC2)Cc2c(-c3cccc(C(N)=O)c3)ccnc2O1 (stereo unspecified)	1%	8
CCC(C)(Oc1ccc(C2(c3ccc(OC(C)(CC)C(=O)O)cc3)CCCCC2)cc1)C(=O)O (stereo unspecified)	-2%	-3
COCCN1C(=O)CCC1(C)c1nnnn1Cc1ccccc1 (stereo unspecified)	-10%	2
C=CCN1[C@H](COCc2ccccc2)C=CS1(=O)=O	10%	2
O=C(Nc1ccc2c(c1)OCCO2)C(c1ccnc2ccccc12)N1CCC(Cc2ccccc2)CC1 (stereo unspecified)	2%	0
O=C(Nc1nnc([C@H]2C[C@H](O)[C@@H](CO)O2)s1)NC1CCCCC1	-6%	2
COc1ccc(NC(=O)Cn2nnc(-c3ccccc3)c2COc2ccc3ccccc3c2)cn1	-1%	-1
O=C(NC(Cc1c[nH]c2ccccc12)C(=O)O)OCC1c2ccccc2-c2ccccc21 (stereo unspecified)	4%	13
CC(C)C(N)c1csc(NC(=O)Nc2ccc(OC(F)(F)F)cc2)n1 (stereo unspecified)	6%	0
O=CNc1cc(-c2cccc(F)c2)cn2c(-c3ccc(F)cc3)cnc12	0%	0
CCCNC(=O)C1(C)CCCN(C(=O)c2ccc(F)c(Cl)c2)C1 (stereo unspecified)	3%	-2
Cc1c(C(=O)NCc2cccc([N+](=O)[O-])c2)sc(=O)n1Cc1ccccc1F	-15%	3
CCCNC(=O)C1(C)CCN(Cc2ccc(OCc3ccccc3)cc2)C1 (stereo unspecified)	11%	-1
Clc1ccc(-c2cn(-c3nc4ccccc4s3)nn2)cc1	-2%	-2
COc1cccc(C(NC(C)=O)c2nc(-c3cccc(O)c3)cs2)c1 (stereo unspecified)	18%	-1
CCOC(=O)C1=CCC2C(=O)N(C3CCCCC3)C(=O)C12 (stereo unspecified)	2%	-7
CCCCC[C@@H](C)N1C[C@@H](COCc2ccccc2)Oc2cc(N3CCC[C@@H]3CO)ccc2S1(=O)=O	10%	-2
CC(C)(C)c1ccc(C(=O)N2CCC2(C)C(=O)Nc2cccc(C#N)c2)cc1 (stereo unspecified)	-5%	-2
CCCCC(=O)N(C)c1c(C)nc2ccc(C(=O)N3CCNC(=O)C3)cn12	-3%	-2
Cc1ccc(F)c(S(=O)(=O)NC(=O)C2(C)CCN2C(=O)Cc2ccc(Cl)cc2Cl)c1 (stereo unspecified)	1%	-3
COc1c(C)cc(C(O)c2ncc(-c3ccccc3F)[nH]2)cc1C (stereo unspecified)	5%	-1
CCCCC[C@H](C)N1C[C@H](COCc2ccccc2)Oc2cc(N3CCC[C@H]3C(N)=O)ccc2S1(=O)=O	2%	-1
CCCCNS(=O)(=O)c1cccc(NC(=O)[C@@H]2O[C@H](CO)[C@H](O)[C@H](O)[C@H]2O)c1	0%	-7
O=c1n(Cc2ccccc2)c(O)c2n1Cc1ccccc1N=C2c1ccccc1	0%	3
